# FBW7 act: human FBW7 E3 ligase activation, primary screen; Q969H0; AlphaScreen FBW7–phospho-cyclin E peptide binding, activator screen; normalized activity (activation), % at 26.1 µM; 0.13% of 650,000 active; AID 1259310; in the data active = normalized activity above about 1.9%;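 note: purified mutant Fbw7 with reduced substrate affinity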
# Target sequence (Q969H0 whole entry, looked up): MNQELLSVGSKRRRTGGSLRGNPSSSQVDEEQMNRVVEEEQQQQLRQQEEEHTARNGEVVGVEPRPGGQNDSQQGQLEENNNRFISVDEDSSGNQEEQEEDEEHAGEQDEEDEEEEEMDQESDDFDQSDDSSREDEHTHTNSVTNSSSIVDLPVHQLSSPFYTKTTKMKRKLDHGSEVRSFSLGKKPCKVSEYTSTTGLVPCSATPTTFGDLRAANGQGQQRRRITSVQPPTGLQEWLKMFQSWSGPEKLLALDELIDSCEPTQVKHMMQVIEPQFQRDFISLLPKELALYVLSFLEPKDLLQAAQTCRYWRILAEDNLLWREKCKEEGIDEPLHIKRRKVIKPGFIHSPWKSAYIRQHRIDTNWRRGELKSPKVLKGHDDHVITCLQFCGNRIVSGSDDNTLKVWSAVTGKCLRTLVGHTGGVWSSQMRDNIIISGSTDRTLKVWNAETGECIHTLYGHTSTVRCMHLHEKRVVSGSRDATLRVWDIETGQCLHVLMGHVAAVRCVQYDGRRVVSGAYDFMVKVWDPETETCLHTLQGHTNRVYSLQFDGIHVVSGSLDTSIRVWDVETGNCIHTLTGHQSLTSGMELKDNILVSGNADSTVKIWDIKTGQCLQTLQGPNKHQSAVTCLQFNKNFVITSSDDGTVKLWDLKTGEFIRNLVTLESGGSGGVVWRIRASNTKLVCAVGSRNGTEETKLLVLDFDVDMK
# MITF primary: blocks human microphthalmia-associated transcription factor; O75030; AlphaScreen MITF homodimerization, bead proximity signal; inhibition, % at 2.6 µM; 0.91% of 650,000 active; AID 1259374; in the data active = inhibition above about 50%;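 note: 0% = vehicle wells with protein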
# TEAD-YAP block: TEAD-YAP interaction inhibition; HEK-TIYL cells, TEAD-Gal4/YAP UAS-luciferase luminescence; inhibition, % at 9.12 µM; 1.4% of 640,000 active; AID 1259422; in the data active = inhibition above about 32%;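 note: 0% = median of test compound wells and 100% = reference inhibitor wells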
# GPR151 activ: activators of human GPR151; PathHunter beta-arrestin GPR151 cells, luminescence; activation, % at 11.2 µM; 1% of 650,000 active; in the data active = activation above about 4.9%;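 note: 0% = median of compound wells and 100% = cells with positive control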
# * marks the source's active call; other numbers are inactive results. Outcome played no part in choosing rows; overall some 3.4% were active at least once.
SMILES	FBW7 act	TEAD-YAP block	MITF primary	GPR151 activ
CCN1CCCC1CNC(=O)CS(=O)(=O)Cc1nc(-c2ccc(C)cc2)oc1C (stereo unspecified)	0.5	4.0	13.1	-1.1
CCc1ccc(S(=O)(=O)N2CCSC2c2ccc(OC)c(OC)c2)cc1 (stereo unspecified)	-0.2	-0.8	-4.2	-0.8
COc1ccc(C2CC(c3ccc(Br)cc3)=NN2C(=O)CSc2nnc(CNC(=O)c3cccc(C)c3)n2C)cc1 (stereo unspecified)	-0.1	10.5	15.7	-1.0
CC(C)NC(=O)CCCc1c[nH]c2ccccc12	-0.3	-2.9	-7.5	0.7
CCOC(=O)c1nnn(-c2nc(OC)nc(N3CCCC3)n2)c1-c1ccccc1	-0.1	3.3	-4.2	-0.9
C=CCNS(=O)(=O)c1cccc2cc(C(=O)O)c(O)cc12	0.1	8.4	12.1	-1.1
COc1ccc(C2NC(=O)NC(C)=C2C(=O)OCC(F)(F)F)cc1OC (stereo unspecified)	0.6	-16.2	8.1	-0.8
O=C(OCc1ccccc1)c1ccccc1NS(=O)(=O)c1ccc2c(c1)OCCO2	0.0	4.1	18.2	-2.1
CCCCOC(=O)C1=C(C)NC2=C(C(=O)CCC2)C1c1cccc(I)c1 (stereo unspecified)	0.1	-1.2	4.3	0.8
COc1ccc(-c2[nH]ncc2-c2ccc(Br)cc2)c(O)c1	-0.1	-1.9	-6.8	0.2
O=C(NCc1ccco1)c1ccncc1	0.1	10.2	7.2	1.2
CC(C)CCNc1ncnc2c1cnn2C	-0.1	-8.0	4.0	0.2
CC(=O)c1ccc(S(=O)(=O)Nc2cccc(-c3nc4cccnc4s3)c2C)cc1	0.0	8.5	2.4	1.7
FC(F)(F)c1ccccc1/C=N/Nc1ccccn1	-0.2	1.0	5.0	-0.5
Cc1cc(OCC(=O)Nc2ccc(F)cc2)ccc1Br	0.0	-4.4	-4.1	-0.7
Cc1ccc(CNC(=O)[C@@H]2C[C@H](n3cnnn3)CN2Cc2cc(C)ccc2C)cc1	0.1	0.3	1.4	-0.7
O=C(O)CCCOc1cccc([N+](=O)[O-])c1	0.0	-11.6	3.3	0.4
CC1Oc2ncc(C(F)(F)F)cc2N(Cc2ccc(C(F)(F)F)o2)C1=O (stereo unspecified)	0.1	10.6	-17.0	4.8
CCN(C(=O)COC(=O)c1[nH]c(=O)[nH]c(=O)c1N)c1ccccc1	-1.0	8.1	1.3	0.7
CCn1c(COc2ccccc2OC)nnc1SCC(=O)N(C)C	0.1	8.2	3.7	-0.5

# Continued; it opens with the 4 that closed the last part.
SMILES	FBW7 act	TEAD-YAP block	MITF primary	GPR151 activ
O=C(O)CCCOc1cccc([N+](=O)[O-])c1	0.0	-11.6	3.3	0.4
CC1Oc2ncc(C(F)(F)F)cc2N(Cc2ccc(C(F)(F)F)o2)C1=O (stereo unspecified)	0.1	10.6	-17.0	4.8
CCN(C(=O)COC(=O)c1[nH]c(=O)[nH]c(=O)c1N)c1ccccc1	-1.0	8.1	1.3	0.7
CCn1c(COc2ccccc2OC)nnc1SCC(=O)N(C)C	0.1	8.2	3.7	-0.5
C/C(=N\NC(=O)Cc1ccccc1)c1ccco1	0.3	-17.2	9.6	-0.7
COC(=O)C1=CN(Cc2ccc(OC)cc2)C=C(C(=O)OC)C1c1cc(Br)c(OC)c(OC)c1	0.5	-20.9	-15.3	-0.2
CC(=O)N1CCC(N(Cc2cccnc2)C(=O)Nc2ccc(Cl)cc2)CC1	0.1	-10.3	0.0	3.0
CC(C)N(C(=O)CSc1nnc2c(n1)[nH]c1ccc(F)cc12)C(C)C	0.0	7.0	14.8	1.7
O=C(c1ccco1)c1n[nH]nc1-c1ccccc1	0.1	1.0	1.4	1.0
CCCCC1CN(C(=O)C2CCCO2)Cc2ccccc2O1 (stereo unspecified)	0.0	-0.7	-0.3	2.3
Cc1ccc(C(=O)NCC2CCCN2S(=O)(=O)c2ccc(C)cc2)cc1 (stereo unspecified)	0.1	-19.9	10.6	-1.1
CCN1CCCC1CNC(=O)Cn1ncc2c3ccccc3n(C)c2c1=O (stereo unspecified)	-0.2	7.8	-1.3	1.2
O=S(=O)(c1ccc2c(c1)OCO2)N1CCN(c2nnnn2-c2ccccc2)CC1	1.0	-14.3	14.2	0.3
CC(C)(C)c1ccc(CS(=O)C2CCCCC2OC(=O)CCN2CCOCC2)cc1 (stereo unspecified)	0.1	-14.0	10.3	0.6
CCCOc1ccc(C(=O)Nc2ncc(Cc3ccc(Cl)cc3)s2)cc1	0.2	0.0	15.5	1.6
Cc1c(C(=O)N2CCCC2)cnn1-c1ncc2c(n1)-c1ccccc1CCC2	0.2	-12.5	25.7	-1.4
O=C1CC(c2ccccc2)CN1C(=O)c1cccnc1 (stereo unspecified)	0.2	6.6	3.0	1.8
CCOc1ccc(NC(=O)CC2SC(N)=NC2=O)c([N+](=O)[O-])c1 (stereo unspecified)	0.0	-2.6	-1.0	0.9
CCN1C(=O)NC(c2ccccc2Cl)C(C(=O)OCCOC)=C1C (stereo unspecified)	0.0	-13.5	-12.8	0.6
COc1cc(S(=O)(=O)Nc2ccccn2)ccc1F	0.0	0.0	14.8	-1.2
COc1cc(/C=N/NC(=O)c2cc(OC)c(OC)c(OC)c2)ccc1O	0.0	55.6*	0.5	1.1
O=S(=O)(NCc1ccsc1)c1cc(F)ccc1F	0.3	3.2	-3.5	0.9
CCc1ccc(-n2c(=S)sc3c(=O)n(-c4ccccc4C)c(SCC(=O)NCc4ccco4)nc32)cc1	0.5	-3.5	-3.9	-0.4
Cc1nc(N2CCCCC2)c2c3c(sc2n1)CC(C)CC3 (stereo unspecified)	-0.2	7.5	-9.8	2.1

# The listing continues:
SMILES	FBW7 act	TEAD-YAP block	MITF primary	GPR151 activ
O=S(=O)(c1c(F)cccc1F)N1CCCCCC1	-0.1	0.0	-1.7	-0.7
CCCCNC(=O)Nc1c(Cl)nc(C)c(Cl)c1C	0.1	4.2	4.8	1.7
O=C1CC(c2ccccc2)Oc2ccccc21 (stereo unspecified)	0.3	-3.0	6.0	-0.3
CCOc1ccc2[nH]c(=O)c(CN(CCO)C(CC)c3nnnn3C(C)(C)C)cc2c1 (stereo unspecified)	0.0	1.3	-0.1	-0.9
Nc1nc(SCc2ccc([N+](=O)[O-])cc2)c2ncn([C@@H]3O[C@H](CO)[C@H](O)C3O)c2n1 (stereo partly specified)	-0.1	3.6	16.0	-0.5
COCCn1nnnc1C(c1cc2cc(OC)c(OC)cc2[nH]c1=O)N1CCN(C)CC1 (stereo unspecified)	0.0	1.9	-2.3	1.0
COc1cc(C(=S)N2CCOCC2)cc(OC)c1OS(=O)(=O)c1ccc(C)cc1	-0.2	2.8	-5.6	0.1
CCOC(=O)C1(CC2CC2)CCN(Cc2ccc(CC)o2)CC1	-0.1	-8.5	-5.3	-0.3
CC(=O)c1ccc(OCC(=O)Nc2nccs2)cc1	-0.1	54.9*	6.2	-5.9
CCOc1ccccc1CN1CCN(S(=O)(=O)c2ccc(OC)cc2)CC1	0.2	6.4	19.1	-0.2
O=C(O)CCCCCNC(=O)c1ccc(Cl)cc1	0.0	-16.9	2.7	-1.6
COCCn1c2ccccc2n2c(=O)n(CC(=O)NCc3cccs3)nc12	0.1	13.2	5.2	2.6
Cc1cc(C)n(C(=O)/C=C/c2ccc3c(c2)OCO3)n1	0.0	0.6	0.7	0.8
C=CCOc1cc(C)nc2c(C)cccc12	-0.1	-4.1	-0.3	2.0
O=C(Nc1ncc(-c2cccnc2)s1)c1ncoc1-c1ccc(F)cc1	-0.1	-12.5	-6.4	1.4
CCN1CCN(C(=S)c2ccc([N+](=O)[O-])cc2)CC1	-0.1	10.7	-0.1	1.2
CCC(O)CNC(=O)c1sc2ncnc(N(C)CCc3ccccn3)c2c1C (stereo unspecified)	0.0	3.7	3.6	1.1
Cc1ccc(C(=O)NNC(=O)C2Cc3ccccc3CN2C(=O)c2ccco2)cc1 (stereo unspecified)	-0.3	-0.6	3.8	0.4
CCOc1ccc(NC(=O)CN2CCN(CC(=O)Nc3ccc(OCC)cc3)CC2)cc1	0.2	16.9	15.9	-1.0
C=CCN(C1CCCCC1)S(=O)(=O)c1ccc2c(c1)oc(=O)n2C	-0.1	-8.0	-2.2	-0.6

# (cont.)
SMILES	FBW7 act	TEAD-YAP block	MITF primary	GPR151 activ
CC1(C)CC(NC(=O)CCc2nnc(CCCCc3ccccc3)o2)CCO1 (stereo unspecified)	-0.2	-5.8	-8.8	-0.1
Cc1cc(NC(=O)Cc2c(C(=O)O)[nH]c3ccccc23)no1	0.1	12.8	8.8	2.3
CC1=C(C(=O)OCCc2ccccc2)C(c2ccc3c(c2)OCO3)C2=C(CC(c3cccs3)CC2=O)N1 (stereo unspecified)	-0.1	-4.3	-2.5	0.2
COc1ccccc1-c1nc(SCc2ccc(C(=O)O)cc2)n[nH]1	0.1	6.2	13.3	1.2
CC(C)(C)NC(=O)C(=O)NNC(=O)c1ccc(F)cc1	0.0	3.1	-0.5	-0.6
Cc1cccc(N(C)c2cc(C)nc3ncnn23)c1	-0.1	3.3	1.9	-0.6
O=Cc1cn(CC(=O)NCCOc2ccc(Cl)cc2)c2ccccc12	0.2	5.3	9.0	-0.8
COc1ccc(S(=O)(=O)N2CCCC2CNC(=O)c2c(F)cccc2F)cc1 (stereo unspecified)	-0.2	1.8	10.3	-1.6
CCOC(=O)Cn1c(=O)oc2cc(S(=O)(=O)Nc3ccc(C)c(C)c3)ccc21	0.1	11.6	11.3	0.0
O=c1onc(-c2ccc(Cl)cc2)n1Cc1ccc(F)cc1	-0.1	14.4	-17.9	2.3
CC(=O)Oc1ccc2c(c1)OC(c1ccccc1)CC21CC(C)(C)NC(=O)N1 (stereo unspecified)	0.1	0.0	15.7	-1.0
Cc1cc(C(=O)O/N=C(\N)c2ccccn2)ccc1[N+](=O)[O-]	0.0	-17.0	12.7	-1.8
COc1ccc(C2CC(=O)N(C)C3=C2C(=O)CC(C)(C)C3)c(OC)c1 (stereo unspecified)	0.1	-4.9	-124.4	0.8
C=CCOc1ccccc1C=C1C(=O)NC(=S)NC1=O	0.0	-1.2	11.5	1.6
COc1ccc(-n2nc(C(=O)NCC(=O)Nc3ccc(OC)c(OC)c3)c3ccccc3c2=O)c(OC)c1	0.1	-2.8	6.6	0.4
COc1ccc(C2C3=C(CC(c4ccc(C(F)(F)F)cc4)CC3=O)Nc3ccccc3N2C(=O)CCC(=O)O)cc1 (stereo unspecified)	-0.1	-0.9	3.1	2.0
O=C(/C=C/c1cccc([N+](=O)[O-])c1)N1CCN(Cc2ccc3c(c2)OCO3)CC1	0.0	-5.2	-3.2	-0.9
COc1ccc(N=Cc2ccc(Br)s2)c([N+](=O)[O-])c1	-0.2	1.2	11.3	0.5
CC1CCCCC1NCc1c(C(=O)O)n(Cc2ccccc2)c2ccccc12 (stereo unspecified)	0.0	5.5	2.7	-0.1
O=C1c2cc(Cl)c(Cl)cc2C(=O)N1c1cccc2ccccc12	-0.1	-5.8	10.2	-2.0

# (further entries)
SMILES	FBW7 act	TEAD-YAP block	MITF primary	GPR151 activ
Cc1cc(NC(=O)CSc2nc3ccccc3c(=O)n2C2CCCCC2)no1	-0.1	1.3	-6.3	0.5
COc1ccc(OC)c(NC(=O)CC(NCC(C)C)C(=O)O)c1 (stereo unspecified)	0.2	-4.5	10.0	0.2
O=C(CSc1nnc(SCc2ccc(F)cc2)s1)Nc1ccc(C(=O)O)cc1	-0.1	-0.2	-6.1	-0.6
COC(=O)c1ccc(CN2CCN(Cc3ccsc3)C(CCO)C2)cc1 (stereo unspecified)	0.1	-0.9	2.7	0.0
O=C(c1cccc(F)c1)N(c1ccccc1)c1ccc2ccccc2c1	0.0	0.7	-1.3	-0.7
COc1ccc(CC(=O)NNC(=O)COc2cccc(F)c2)cc1OC	0.1	0.1	-9.1	-1.5
Cc1cccc(Nc2nc(C(=O)NCc3ccc(F)cc3F)cs2)n1	-0.2	-3.5	-2.6	2.6
COc1ccc(-n2c(SCC(=O)Nc3nc(C)cs3)nnc2-c2cccnc2)cc1	0.0	-5.3	2.9	0.0
COc1cc2c(cc1OC)C(C(=O)NC1CCCCCC1)C(c1cccs1)N(C)C2=O (stereo unspecified)	0.6	-16.8	-9.8	-0.4
Cc1ccc2c(CNCCc3ccccc3)c(C(=O)O)[nH]c2c1	-0.1	0.9	-0.6	2.7
O=C1CN=C(Nc2ccccc2)N1Cc1ccc(F)cc1	-0.1	6.6	4.6	0.9
Cc1sc2nc(CSc3nnc(C4COc5ccccc5O4)n3C)[nH]c(=O)c2c1C (stereo unspecified)	0.2	0.6	9.2	2.8
COC(=O)[C@@H](NC(=O)c1cc(OC)nc(OC)n1)C(C)C	-0.1	0.8	13.1	-0.1
O=C(Cc1c[nH]c2ccccc12)N1CCN(c2cc(-n3ccnc3)ncn2)CC1	0.5	3.0	19.5	-0.8
Cc1cc(SCC(=O)NC23CC4CC(CC(C4)C2)C3)nc2ccccc12	0.0	-8.6	0.2	0.6
Cc1ccc(C(=O)Nc2ccc(NC(=O)c3ccc(C(C)(C)C)cc3)cc2)cc1	0.1	-1.1	4.6	-0.6
CC(=O)Nc1c(NCC(C)C)c2ccccc2oc1=O	0.1	-4.6	6.5	-0.6
O=C(CSc1n[nH]c(-c2ccccc2)n1)Nc1ccccc1	0.5	2.5	15.0	-0.1
CCCc1ccc(Oc2coc3cc(OC)ccc3c2=O)cc1	0.3	-8.7	3.0	-0.5

# Screening data as filed in PubChem BioAssay.
